GBA activity up: increases beta-glucosidase activity in Gaucher fibroblasts | L444P Gaucher fibroblasts, 4-MU-glucoside fluorescence, 3 days | P04062 | activation, % at 10 µM | actives 0.44% (n = 30,000); in the data active means activation above about 65%;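 further: 0% = vehicle wells and 100% = positive control wells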
Target sequence (P04062 whole entry L483P): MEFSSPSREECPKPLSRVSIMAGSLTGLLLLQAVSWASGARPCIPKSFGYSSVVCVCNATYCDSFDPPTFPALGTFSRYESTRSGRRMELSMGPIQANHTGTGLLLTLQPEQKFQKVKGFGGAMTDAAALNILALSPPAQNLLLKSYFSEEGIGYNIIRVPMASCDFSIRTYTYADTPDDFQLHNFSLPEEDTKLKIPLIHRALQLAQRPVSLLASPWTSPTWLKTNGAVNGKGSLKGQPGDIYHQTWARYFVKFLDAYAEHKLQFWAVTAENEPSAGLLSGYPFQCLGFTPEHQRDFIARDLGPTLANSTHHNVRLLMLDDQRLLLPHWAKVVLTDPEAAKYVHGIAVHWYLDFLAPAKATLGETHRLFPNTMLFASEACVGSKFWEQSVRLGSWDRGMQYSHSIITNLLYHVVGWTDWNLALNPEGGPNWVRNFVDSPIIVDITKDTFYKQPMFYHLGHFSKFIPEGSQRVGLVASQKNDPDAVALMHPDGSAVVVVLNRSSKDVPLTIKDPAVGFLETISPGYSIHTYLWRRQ
Starred values were filed as active, the others as inactive.

Start of the data: the first 6 entries as a preview:
SMILES	GBA activity up
COc1ccc(S(=O)(=O)Nc2nnc(C(C)C)s2)cc1	-12.6
Cc1ccc2oc(-c3ccc(NC(=O)c4ccc5c(c4)OCO5)cc3)nc2c1	-62.1
CCN(CC)S(=O)(=O)c1ccc(OCC(=O)NCc2ccccc2)cc1	1.1
O=C(NCN1CCN(c2ccccn2)CC1)c1cnccn1	14.9
CCOC(=O)COc1ccc2cc(C(=O)OCC)c(=O)oc2c1	3.9
CC(c1nnc(SCC(=O)Nc2sccc2C#N)n1-c1ccc(Cl)cc1)N(C)C (stereo unspecified)	3.5

This part in full (from the top)
SMILES	GBA activity up
COc1ccc(S(=O)(=O)Nc2nnc(C(C)C)s2)cc1	-12.6
Cc1ccc2oc(-c3ccc(NC(=O)c4ccc5c(c4)OCO5)cc3)nc2c1	-62.1
CCN(CC)S(=O)(=O)c1ccc(OCC(=O)NCc2ccccc2)cc1	1.1
O=C(NCN1CCN(c2ccccn2)CC1)c1cnccn1	14.9
CCOC(=O)COc1ccc2cc(C(=O)OCC)c(=O)oc2c1	3.9
CC(c1nnc(SCC(=O)Nc2sccc2C#N)n1-c1ccc(Cl)cc1)N(C)C (stereo unspecified)	3.5
O=C(c1cc2ccccc2oc1=O)N1CCCN(C(=O)c2cc3ccccc3oc2=O)CC1	-7.8
COc1ccc(-c2nc(C#N)c(NCCc3ccccc3)o2)cc1	5.5
Cc1cc(C)n2nc(SCC(=O)N(C)Cc3ccccc3)nc2n1	6.3
COc1cccc2c(=O)c3c(cnn3C)n(C)c12	-16.3
CC1CN(C(=O)c2scc3c2OCCO3)CC(C)O1 (stereo unspecified)	-16.0
CCCn1c(SCC(=O)NCC2CCCO2)nc2c1c(=O)n(C)c(=O)n2C (stereo unspecified)	-0.5
NC(=O)C1CCN(c2nc(C3CC3)nc3c2nnn3Cc2ccccc2Cl)CC1	3.1
COc1ccc(Nc2ncnc3c2cnn3-c2cccc(C)c2)cc1OC	-12.6
CCN(CC)c1ccc(NC(=O)c2ccco2)cc1	-26.7
CC1=C(C(=O)NCc2ccccc2)C(c2ccc(C)o2)n2ncnc2N1 (stereo unspecified)	-47.5
COc1ccc(S(=O)(=O)NCc2csc(C)n2)cc1	-0.5
COc1ccc(-c2ccc(=O)n(CC(=O)NCc3ccco3)n2)cc1	-0.3
Cc1cc(N2CCCCC2)n2nc(C)c(-c3ccccc3)c2n1	-15.0
Cc1nn(Cc2ccccc2)c(C)c1NC(=O)c1cc(-c2cccs2)on1	-4.4
Cc1cccc(CN2CCN(C(=O)c3ccccc3F)CC2)c1	-11.2
O=C(C1CCCN1S(=O)(=O)c1ccc(Cl)c(Cl)c1)N1CCCCC1 (stereo unspecified)	-14.5
CCNc1nc(SCC(=O)OC)nc(N2CCOCC2)n1	-5.3
Cc1cc(C2C(C#N)=C(N)SC(N)=C2C#N)c(C)s1	-25.1
COc1ccc(S(=O)(=O)N(CC(=O)NCC2CCCO2)c2ccccc2)cc1OC (stereo unspecified)	74.6*
Other structures
SMILES	GBA activity up
CS(=O)(=O)N(CC(=O)NCCSCc1cccc(Cl)c1)c1ccc2c(c1)OCO2	-54.5
CCCCOc1ccc(-c2nnc(-c3ccncc3)o2)cc1	-32.8
COc1ccc(-c2nnc(NC(=O)c3ccc(S(=O)(=O)N4COCC4(C)C)cc3)o2)cc1	-8.2
COCCNC(=O)CSc1nc2cc(OC)c(OC)cc2c(=O)n1Cc1ccco1	2.6
CCOC(=O)C(Cc1ccccc1)NS(=O)(=O)c1ccc(NC(C)=O)cc1 (stereo unspecified)	-6.3
CC(C)(C)C(=O)c1sc(Nc2ccccc2)nc1N	6.4
COc1ccccc1N1CCN(C(=O)c2cc(-c3ccc4c(c3)OCO4)on2)CC1	3.8
Cc1cccc(OCC(=O)Nc2ccccc2N2CCCCC2)c1	-3.0
COc1cccc(NC2=NC3(CCCCC3)N=C(N)N2)c1	-7.2
CCOC(=O)C1=C(C)Nc2ncnn2C1c1cc(Br)ccc1F (stereo unspecified)	-25.6
O=C(NCCCN1CCCC1=O)c1ccc2c(c1)NC(=O)C(N1CCOCC1)S2 (stereo unspecified)	-0.9
CCOC(=O)c1cc2c(ccn2C)n1Cc1ccccc1C	-11.7
CC(=O)Oc1c2occc2cc2ccc(=O)oc12	7.9
COc1ccccc1-c1c(C)c(C)nc(N)c1C#N	-12.3
O=C(c1ccccc1)N1CC(COc2ccccc2)OC(c2cccnc2)O1 (stereo unspecified)	-9.2
Cc1cccc(N(C)C(=O)c2cc3cc4ccc(C)cc4nc3o2)c1	-13.2
COc1cccc(N(C(=O)CNC(=O)c2ccco2)C(C(=O)NC2CCCC2)c2ccncc2)c1 (stereo unspecified)	-9.3
CCc1nnc(SCC(=O)Nc2ccccc2)nc1CC	-3.6
O=C(Nc1nnc(SCC(=O)N2CCCCC2)s1)c1cccs1	-29.4
CCn1c(SCC(N)=O)nnc1-c1ccc2[nH]c(C)c(C)c2c1	3.9
CNCCCC12CCC(c3ccccc31)c1ccccc12	-74.7
CC(OC(=O)C1CCCO1)C(=O)NC1CCCC1 (stereo unspecified)	2.5
CCOC(=O)C1=C(C)NC(=O)NC1c1ccc(OCC(=O)N2CCCCC2)cc1 (stereo unspecified)	30.7
COCCCn1c(=S)[nH]c2ncccc2c1=O	-13.5
Cc1cccc2cc(COC(=O)C3CCCO3)c(=O)[nH]c12 (stereo unspecified)	-16.0

Some of these compounds in order of molar mass, high to low:
SMILES	GBA activity up
COc1cccc(N(C(=O)CNC(=O)c2ccco2)C(C(=O)NC2CCCC2)c2ccncc2)c1 (stereo unspecified)	-9.3
CCOC(=O)c1cc2c(ccn2C)n1Cc1ccccc1C	-11.7
CNCCCC12CCC(c3ccccc31)c1ccccc12	-74.7

(next part)
SMILES	GBA activity up
Cc1ccc(OCCC(=O)OCC(=O)C(C)(C)C)cc1	-38.0
Cc1onc(-c2ccccc2)c1C(=O)N1CCN(C(=O)c2ccco2)CC1	-1.4
COc1ccc(Cl)cc1N(CC(=O)N1CCN(Cc2ccccc2)CC1)S(C)(=O)=O	-0.3
CN(C)c1ccc(/C=C/c2ccncc2)cc1	2.5
O=C(CSc1ncn(-c2ccccc2)n1)Nc1nc2c(s1)CCCC2	-25.6
Cc1cc(N2CCC(C(=O)NCC3CC3)CC2)nc(-c2ccccc2)n1	-48.9
Cc1noc(C)c1COC(=O)CCc1ccc(S(=O)(=O)N2CCCCC2)cc1	-17.9
Cc1ccc(SC(C)C(=O)NCC(C)C)cc1 (stereo unspecified)	-27.0
Cc1cc(-n2c(C)cc(C(=O)CN3C(=O)NC4(CCCCCC4)C3=O)c2C)no1	-0.7
Cc1sc(NC(=O)CSc2nnc3scc(-c4ccccc4)n23)c(C#N)c1C	-28.9
COc1ccc(-n2c(=O)[nH]cc(C(=O)N3CCCc4ccccc43)c2=O)cc1	-16.6
Fc1cccc(Cl)c1CSc1ncn[nH]1	-16.3
CCCNS(=O)(=O)c1ccc(OCC(=O)NCc2ccc3c(c2)OCO3)cc1	-9.1
CCc1nnc2n1N=C(c1ccc(-c3cc(Cl)ccc3Cl)o1)CS2	-14.2
c1ccc2sc(Cc3nnc4n3CCCCC4)nc2c1	-13.1
CCOC(=O)N1CCN(C(=O)c2ccc(N(C)S(C)(=O)=O)cc2)CC1	-20.7
O=C(Cn1nnc(-c2ccc(N3CCOCC3)cc2)n1)OC1CCCCC1	0.6
O=C(CSc1nc(-c2ccco2)cc(C(F)(F)F)n1)N1CCCc2ccccc21	7.2
CCC(C)NS(=O)(=O)c1ccc(S(=O)(=O)Nc2cc3c(cc2C(C)=O)OCO3)cc1 (stereo unspecified)	-15.4
O=C(NCc1cccnc1)C1CC(=O)N(C2CCCCC2)C1 (stereo unspecified)	17.6
COc1ccc(C2=CC(c3sccc3C)n3nnnc3N2)cc1 (stereo unspecified)	-11.2
CC12C(=O)N(c3ccccc3C(=O)O)C(=O)C1C1C=CC2C1 (stereo unspecified)	-7.9
Nc1nc(-c2ccco2)nn1C(=O)c1cccnc1	-5.8
O=C(c1ccc2c(=O)n(Cc3ccco3)c(=S)[nH]c2c1)N1CCN(c2ccccc2)CC1	-36.0
CCOc1ccccc1C(=O)Nc1cc(Cl)ccc1O	-27.6

Next section, starting with the last 3 of the part before.
SMILES	GBA activity up
Nc1nc(-c2ccco2)nn1C(=O)c1cccnc1	-5.8
O=C(c1ccc2c(=O)n(Cc3ccco3)c(=S)[nH]c2c1)N1CCN(c2ccccc2)CC1	-36.0
CCOc1ccccc1C(=O)Nc1cc(Cl)ccc1O	-27.6
O=C(Nc1nccs1)c1ccc2nccnc2c1	42.9
Cc1cccc(OCc2nnc(SCn3nnc4ccccc4c3=O)o2)c1	4.5
N#Cc1c(N)nc2c(c1-c1ccncc1)CCCCC2	-6.3
CC1Oc2ccccc2N(CC(=O)NCc2cccs2)C1=O (stereo unspecified)	-9.6
CCOc1ncccc1C(=O)OCC(=O)c1c(N)n(C)c(=O)n(C)c1=O	-0.7
Cc1cc(C(=O)CSc2nc(N)cc(N)n2)c(C)n1CCc1ccc(F)cc1	-7.2
Cn1ccnc1SCc1cn2cc(Br)ccc2n1	-10.1
CC1CCCC(C)N1C(=O)COC(=O)c1ccc2c(c1)OCO2 (stereo unspecified)	-10.6
O=C(O)c1ccc(NS(=O)(=O)/C=C/c2ccccc2)cc1	-2.9
Cc1coc(C)c1C(=O)CC1(O)C(=O)N(Cc2ccccc2)c2ccccc21 (stereo unspecified)	16.0
CC(C)CCn1nnnc1C(c1ccccc1)N1CCC(C(N)=O)CC1 (stereo unspecified)	87.0*
CCOC(=O)c1cc2sccc2n1CCCN1C(=O)c2ccccc2C1=O	-5.7
COc1ccc(CNC(=O)CN(c2cccc(OC)c2)S(C)(=O)=O)cc1	-12.8
COc1ccccc1NC(=O)c1cccc(S(=O)(=O)N2CCOCC2)c1	-7.3
CCCOc1ccc(N2C(=O)CC(NCCNc3ccc(S(=O)(=O)CC)cc3)C2=O)cc1 (stereo unspecified)	-12.7
O=C(O)C1C2C=CC(O2)C1C(=O)Nc1ccc(S(=O)(=O)Nc2ccccc2)cc1 (stereo unspecified)	-0.5
O=C1c2ccccc2NC2CCCCCN12 (stereo unspecified)	-14.2
O=C(COc1ccc(Cl)cc1Cl)Nc1ccccn1	4.3
Cn1c(=O)c2c(nc(N3CCCCC3)n2CCNC2=NCCC2)n(C)c1=O	-8.2
CC(C)OC(=O)CSc1nnc(-c2ccc(Cl)cc2Cl)n1N	-49.3
Cc1ccc(-n2nc(C)c(C3C(C#N)=C(N)OC4=C3C(=O)CC(C)(C)C4)c2Cl)cc1 (stereo unspecified)	-26.6
Cc1cccc(NC(=O)C2CCN(c3nccc(C)n3)CC2)c1	25.2
CC1=CCC(Cc2nc3ccccc3o2)C1(C)C (stereo unspecified)	7.2
CCCS(=O)(=O)N1CCC(C(=O)N2CCCC2)CC1	-16.1
CCCC(=O)Nc1ccc(NC(=O)Cc2ccccc2)cn1	-2.0
The list continues.
SMILES	GBA activity up
Cc1cc(C)c2nc(C(F)(F)F)nc(NCCCN3CCCC3=O)c2c1	-39.2
COC(=O)c1ccc(CSc2nc(N)cc(N)n2)cc1	-5.8
C=C(C)CSc1nc(C)c(Cc2ccccc2)c(=O)[nH]1	-7.7
Cc1ccc(-n2c(-c3ccncc3)nnc2-c2cccs2)cc1	-0.6
CC(C)C1N=C2c3ccccc3N=C(SCC#N)N2C1=O (stereo unspecified)	-4.7
O=C1c2ccccc2NC(c2ccc(Cl)cc2Cl)N1O (stereo unspecified)	-23.8
O=C(CCc1ccccc1)Nc1nc2nc(-c3ccccc3)cc(=O)n2[nH]1	10.1
COc1ccccc1N1CCN(C(=O)c2sc3nc(-c4ccccc4)cn3c2C)CC1	6.1
CCOc1ccc(-n2c(SCC(=O)Nc3ccc4c(c3)OCCO4)nc3c(c2=O)SCC3)cc1	-15.4
O=C(CSc1nnc(-c2ccc(Cl)s2)o1)N1CCc2ccccc21	3.2
CC(C)CNS(=O)(=O)c1ccc(CCC(=O)N2CCN(Cc3ccc4c(c3)OCO4)CC2)cc1	-27.2
CCCCN(C)C(=O)Cn1cnc2sc(C)cc2c1=O	2.2
O=C1C2CC=CCC2C(=O)N1c1n[nH]c(Cc2ccccc2)n1 (stereo unspecified)	-9.5
CCOC(=O)c1[nH]c2ccc(OCC)cc2c1NC(=O)CN1CCCC(C)C1 (stereo unspecified)	22.6
Cn1nccc1C(=O)OCC(=O)Nc1nc(-c2ccccc2)cs1	-23.1
Cc1nc2c3c(-c4ccccc4)c(-c4ccccc4)oc3ncn2n1	-11.5
CC1CCN(C(=O)N[C@@H](Cc2ccccc2)C(=O)O)CC1	-2.3
COc1ccc(C2=NOC(C(=O)NCc3ccccc3)C2)cc1 (stereo unspecified)	-11.1
C=CCn1c(COc2ccc(Cl)cc2)nnc1SCc1ccc(C#N)cc1	-1.7
O=C(CSc1nnc(NC(=O)C2CC2)s1)Nc1ccc(F)cc1	37.3
O=C(CSc1nc2ccncc2[nH]1)Nc1ccccc1C(F)(F)F	-12.6
Cc1ccc(Cl)cc1N1CCN(C(=O)c2cn(C)c(=O)c3c2c2ccccc2n3C)CC1	-53.2
Cc1nnc(NC(=O)c2ccc3ccccc3c2)o1	-7.7
CCn1c(COc2cccc(OC)c2)nnc1SCC(=O)N1CCOCC1	2.0
CCSc1nc(-c2ccc(OC)cc2)ccc1C#N	-11.2
New compounds follow
SMILES	GBA activity up
Cc1nc2ccccc2c2c1C(=O)N(CCC1=CCCCC1)C2=O	-0.4
Cc1cc(NC(=O)c2cccc(S(=O)(=O)N3CCCCCC3)c2)n(-c2ccccn2)n1	15.4
Cc1c(C(=O)NCc2ccccn2)oc2ccccc12	-26.9
CC1CN(S(=O)(=O)c2ccc(NC(=O)c3ccco3)cc2)CC(C)O1 (stereo unspecified)	-39.6
COCCn1c(C)cc(C(=O)COc2nc3ccccc3nc2C)c1C	-7.6
CCOC(=O)c1cnc2sccn2c1=O	-11.6
Nn1c(SC/C=C/c2ccccc2)nnc1-c1ccccn1	9.9
CCOC(=O)C1CCCN(CC(=O)Nc2c(F)c(F)c(F)c(F)c2F)C1 (stereo unspecified)	-13.7
Cc1ccccc1NC(=O)CSc1nc(N)c(C#N)c(-c2cccs2)c1C#N	-22.0
Cc1ccc(S(=O)(=O)N(C)CC(=O)Nc2nc3ccccc3s2)cc1	-8.4
CC(C)n1c(SCC(=O)N2CCCc3ccccc32)nc2c1c(=O)n(C)c(=O)n2C	-0.9
CCOC(=O)N1CCC(NC(=O)Cc2ccc(-n3c(=O)[nH]c4ccccc4c3=O)cc2)CC1	-8.8

Screening data deposited in PubChem BioAssay by The Scripps Research Institute Molecular Screening Center.

Some of the compounds tested (hit frequency here may not be typical).
